Apaf1 inhib: inhibitors of human Apaf-1 apoptosome | O14727 | reconstituted apoptosome caspase-3 activity, DEVD-Rh110 fluorescence | 0.71% of 330,000 active | inhibition, % at 20 µM; active means inhibition of at least 40% at 20 µM;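 further: plate controls were DMSO wells for no effect and DEVD-CHO caspase inhibitor wells for full effect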
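Material: reconstituted apoptosome with Apaf-1, cytochrome c, caspase-9, procaspase-3, dATP. Technique: Rh110 fluorescence intensity. Buffer or medium: pH 7.5 Hepes buffer with CHAPS, BSA, DTT. Times: 30 min plus 50 min, RT.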
PfGluPho inh: PfG6PD (Plasmodium falciparum) enzyme inhibition; PfGluPho enzyme, NADPH resazurin-diaphorase fluorescence; inhibition, % at 20 µM; 0.78% of 350,000 active; AID 504690;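 active means inhibition reaching at least a set limit at 20 µM in the primary screen, cut at about 59% in these data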;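 further: 0% = DMSO wells with substrate and 100% = DMSO wells lacking glucose-6-phosphate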
SENP6 block: blocks the human protease SENP6; Q9GZR1; Recombinant SENP6 catalytic domain, aminoluciferin luminescence; inhibition, % at 10 µM; 1.8% of 330,000 active; AID 2599;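 active means inhibition above about 50% at the single tested dose, limit read from the data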;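 further: plate controls were DMSO wells with enzyme for no effect and DMSO wells lacking enzyme for full effect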
Target sequence (Q9GZR1 628-1112 limits assumed): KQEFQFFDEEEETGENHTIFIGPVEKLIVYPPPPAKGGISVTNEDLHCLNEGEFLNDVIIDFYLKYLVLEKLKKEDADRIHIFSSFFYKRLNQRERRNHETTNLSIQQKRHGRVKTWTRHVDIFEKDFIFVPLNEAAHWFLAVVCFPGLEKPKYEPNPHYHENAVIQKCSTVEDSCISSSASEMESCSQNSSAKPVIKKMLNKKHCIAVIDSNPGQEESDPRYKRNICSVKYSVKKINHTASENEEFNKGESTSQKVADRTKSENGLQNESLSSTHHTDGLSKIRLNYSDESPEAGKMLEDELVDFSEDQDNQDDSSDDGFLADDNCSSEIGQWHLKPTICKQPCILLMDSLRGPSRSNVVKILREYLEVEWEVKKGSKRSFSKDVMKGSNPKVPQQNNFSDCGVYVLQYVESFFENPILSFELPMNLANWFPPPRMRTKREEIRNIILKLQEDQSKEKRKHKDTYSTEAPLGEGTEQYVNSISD
HKDC1 inhibitor: inhibitors of human hexokinase HKDC1 | recombinant HKDC1, G6PDH/diaphorase resazurin coupled fluorescence | Q2TB90 | 0.16% of 340,000 active | inhibition, % at 20 µM;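 active means inhibition above about 35% when tested at 20 µM, limit read from the data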;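 further: plate controls were DMSO wells with enzyme for no effect and DMSO wells lacking enzyme for full effect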
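Test system: recombinant HKDC1 (HK5) hexokinase enzyme, produced in-house / Doses: 20 µM test compound, 1% DMSO / Timing: 90 min, room temperature / Detection: G6PDH/diaphorase-coupled fluorescence, 1 mM NADP, 100 µM resazurin, 525/613 nm / Control set: DMSO wells with and without enzyme mix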
SENP7 block: SENP7 protease inhibition; recombinant SENP7, Z-RLRGG-aminoluciferin luminescence, 40 min; inhibition, % at 5 µM; 1.5% of 330,000 active;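 active means inhibition above about 50% at the single test dose, limit read from the data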;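 further: plate controls were DMSO with enzyme for no effect and no enzyme buffer wells for full effect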
SENP8 block-1: blocks human SENP8 cleavage of Nedd8 substrate; AID 602440; 0.64% of 360,000 active; recombinant SENP8, Nedd8 substrate fluorescence; inhibition, % at 20 µM; Q96LD8; in the data active means inhibition mostly above about 40%, no sharp cut-off; inactive means mostly below about 27%
Target sequence (Q96LD8 whole entry, looked up): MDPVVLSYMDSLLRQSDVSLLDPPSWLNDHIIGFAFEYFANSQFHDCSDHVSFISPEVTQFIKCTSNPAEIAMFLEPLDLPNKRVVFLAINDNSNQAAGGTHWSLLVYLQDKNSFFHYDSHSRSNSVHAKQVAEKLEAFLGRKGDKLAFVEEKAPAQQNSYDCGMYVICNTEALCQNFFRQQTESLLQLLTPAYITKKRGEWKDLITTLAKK
SENP8 block-2: blocks the human protease SENP8; Q96LD8; purified SENP8, Z-RLRGG-aminoluciferin cleavage, luminescence; inhibition, % at 10 µM; 1.2% of 330,000 active; AID 2540; in the data active means inhibition above about 50%
SENP1 inh: inhibitors of human SENP1 SUMO protease catalytic domain; Q9P0U3; recombinant SENP1 catalytic domain, CyPet-SUMO1-YPet FRET cleavage; inhibition, % at 10 µM; 0.21% of 360,000 active; AID 624204;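 active means inhibition at least 30% at 10 µM, raw YFP signal under a set limit, fluorescence ratio 0.5 to 1.5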;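 further: 0% = enzyme with DMSO and 100% = no enzyme wells; some results filed as inactive read as strong as hits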
Target sequence (Q9P0U3 419-644 limits assumed): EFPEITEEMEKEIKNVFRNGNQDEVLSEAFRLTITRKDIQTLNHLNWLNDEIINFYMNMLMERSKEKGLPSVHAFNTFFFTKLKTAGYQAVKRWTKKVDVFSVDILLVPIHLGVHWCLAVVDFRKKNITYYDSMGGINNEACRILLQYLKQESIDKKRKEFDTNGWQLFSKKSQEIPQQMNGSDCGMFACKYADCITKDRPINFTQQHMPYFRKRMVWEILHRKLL
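Assay system – human recombinant His6-tagged SENP1 catalytic domain enzyme · Input – SENP1 enzyme, 20 pM final · Buffer or medium – Tris pH 8 buffer plus EDTA, NaCl, BME, BSA, NP40, catalase · Schedule – 50 min reaction at room temperature · Technique – FRET read of cyan and yellow fluorescence · Control set – no-enzyme wells low, DMSO-plus-enzyme wells high control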
Starred values were filed as active, the others as inactive; / = not tested or not shown.

SMILES	Apaf1 inhib	PfGluPho inh	SENP6 block	HKDC1 inhibitor	SENP7 block	SENP8 block-1	SENP8 block-2	SENP1 inh
COC(=O)CC1C(=O)NCCN1C(=O)c1c(F)cccc1F (stereo not drawn)	-4	3	-12	-4	1	8	6	1
Cc1ccc(S(=O)(=O)N(C)C)cc1NC(=O)CSc1nnc(C2CC2)n1C1CC1	-3	13	-8	4	7	-2	4	-5
Cc1ccc(CNc2nc3ccccc3n2C)o1	-6	-12	-9	-5	-7	8	-8	-3
CNC(=O)OCc1cccc(COC(=O)NC)n1	-7	-6	11	-7	5	7	9	2
COc1ccc(C=NNc2ccc([N+](=O)[O-])cc2S(=O)(=O)Nc2ccccc2C(=O)O)cc1OC	8	-15	9	6	9	-120	13	-30
CC(C)OC(=O)c1ccc(NC(=O)c2cncc(Br)c2)cc1	1	14	4	-6	-13	-3	-18	-1
Oc1cc(NCc2ccc(Cl)cc2)cc2cccnc12	3	-14	14	1	7	9	14	3
COC(=O)CN1C(=O)[C@@H]2[C@H](C1=O)[C@@H]1CC(C(=O)OC)=C[C@@H](C(=O)OC)[C@@H]3C1=C(C(=O)[C@]3(C)NC(=O)c1ccccc1)[C@@H]2C	-12	-5	-2	-5	-4	11	1	3
Cc1cc(C)c(S(=O)(=O)Nc2nccs2)c(C)c1	-17	17	2	7	-9	9	2	-1
Cc1cc2[nH]c(=O)c3ccccc3n2n1	4	-3	1	-1	-4	-48	0	3
O=C(COc1ccc(Cl)cc1)Nc1ccccc1N1CCOCC1	8	/	-2	/	-12	/	-4	/
COc1ccccc1NC(=O)CSc1nc(O)cc(=O)[nH]1	-28	-4	-8	-10	1	14	-1	1
COc1cccc(C2c3cc4c(cc3OC(N3CCOCC3)C2C)OCO4)c1O (stereo not drawn)	/	17	/	4	/	5	/	-10
Cc1ccccc1N1C(=O)C(Cl)=C(N2CCOCC2)C1=O	-1	12	2	-3	-21	16	-11	3
CCCCNC(=O)Cn1cnc2sc(C(=O)OCC)c(C)c2c1=O	-7	0	-5	-4	-1	8	2	2
Cc1ccc(S(=O)(=O)N(C)C)cc1NC(=S)NC(C)CCC(C)C (stereo not drawn)	5	-1	-1	5	4	10	-4	0
COc1ccc(NC(=O)CN(c2ccccc2)S(=O)(=O)N(C)C)cc1Cl	2	9	-4	-4	-5	7	-5	0
Cc1ccc(NC(=O)C2CCN(C(=O)NC3CCCCC3)CC2)cc1	7	-16	-10	-3	6	20	0	2
Cc1nn(C(C)C(=O)NCC2CCCO2)c(=O)c2cc3occc3n12 (stereo not drawn)	-7	8	-9	-3	6	1	0	0
Cc1cccc(OC(=O)c2ccncc2)c1C	-2	-7	-13	-13	-8	12	-13	2
O=C(NCc1ccncc1)C(=O)NCc1ccncc1	-8	-17	-1	-9	-6	4	-15	-1
COc1ccc(CC(=O)c2ccccc2C(=O)O)cc1	-5	-9	-47	11	8	0	3	4
Cc1ccccc1C(=O)Nc1ccc(N2CCCCCC2)cc1	17	7	73*	14	61*	11	0	-1
CSc1cnc2c(N)nc(N(C)C)nc2n1	-12	2	-2	7	7	-182	4	-47
Cc1ccc(C=Nc2ccccc2C(N)=O)o1	-9	-17	24	-4	11	0	-1	-1

Another view of some results above:
Results follow in this order: Apaf1 inhib, PfGluPho inh, SENP6 block, HKDC1 inhibitor, SENP7 block, SENP8 block-1, SENP8 block-2, SENP1 inh
> COc1cccc(C2c3cc4c(cc3OC(N3CCOCC3)C2C)OCO4)c1O (stereo not drawn)
  /, 17, /, 4, /, 5, /, -10
> Cc1ccccc1N1C(=O)C(Cl)=C(N2CCOCC2)C1=O
  -1, 12, 2, -3, -21, 16, -11, 3
> CCCCNC(=O)Cn1cnc2sc(C(=O)OCC)c(C)c2c1=O
  -7, 0, -5, -4, -1, 8, 2, 2
> Cc1ccc(S(=O)(=O)N(C)C)cc1NC(=S)NC(C)CCC(C)C (stereo not drawn)
  5, -1, -1, 5, 4, 10, -4, 0
> COc1ccc(NC(=O)CN(c2ccccc2)S(=O)(=O)N(C)C)cc1Cl
  2, 9, -4, -4, -5, 7, -5, 0
> Cc1ccc(NC(=O)C2CCN(C(=O)NC3CCCCC3)CC2)cc1
  7, -16, -10, -3, 6, 20, 0, 2

Three entries out of the list, ordered by molar mass, falling:
SMILES	Apaf1 inhib	PfGluPho inh	SENP6 block	HKDC1 inhibitor	SENP7 block	SENP8 block-1	SENP8 block-2	SENP1 inh
Cc1ccc(S(=O)(=O)N(C)C)cc1NC(=O)CSc1nnc(C2CC2)n1C1CC1	-3	13	-8	4	7	-2	4	-5
Cc1ccc(CNc2nc3ccccc3n2C)o1	-6	-12	-9	-5	-7	8	-8	-3
Cc1cccc(OC(=O)c2ccncc2)c1C	-2	-7	-13	-13	-8	12	-13	2

The listing continues:
SMILES	Apaf1 inhib	PfGluPho inh	SENP6 block	HKDC1 inhibitor	SENP7 block	SENP8 block-1	SENP8 block-2	SENP1 inh
Cc1ccsc1C(=O)N/N=C/C=C/c1ccccc1[N+](=O)[O-]	6	-3	2	8	2	26	-8	0
O=C1CN(C(=O)c2cc3ccccc3oc2=O)C(c2ccc(F)cc2)c2cc(Br)ccc2N1 (stereo not drawn)	15	-9	-8	8	-5	6	-10	-1
CCC1SC(CC)C(=O)N(CC(=O)Nc2ccc3c(c2)OCO3)C1=O (stereo not drawn)	12	-5	2	-4	3	4	9	1
O=C(c1ccco1)N1CCN(C(c2ccccc2Cl)c2nnnn2Cc2ccco2)CC1 (stereo not drawn)	3	12	-12	2	-1	-2	-7	-4
Cc1ccc2sc(N(CCCN(C)C)C(=O)c3ccc(S(=O)(=O)N(C)C)cc3)nc2c1C	6	5	-4	-2	4	18	2	2
C/C(Cc1ccccc1)=N\NC(=O)c1ccccn1	6	3	-15	4	-16	-1	-12	-1
O=C(COC(=O)CCc1ccc(S(=O)(=O)N2CCOCC2)cc1)NCc1ccccc1Cl	-23	-1	-11	-1	3	9	-1	2
CCCN1CCc2c(sc(NC(=O)CCS(=O)(=O)c3ccccc3)c2C(N)=O)C1	7	0	-5	-3	-5	-151	3	-33
CC(=O)OCC(=O)Nc1cc(S(=O)(=O)N2CCCCCC2)ccc1Cl	-8	8	-29	-3	-3	19	-6	2
CC(C)N(Cc1ccccc1)C(=S)NC(=O)C1(C)CC1(Cl)Cl (stereo not drawn)	-3	-6	-12	-3	11	23	3	3
COc1ccc(OC)c(S(=O)(=O)N2Cc3ccccc3CC2C(=O)Nc2nccs2)c1 (stereo not drawn)	23	-7	-13	6	-10	27	-6	0
CNC(=O)/C(C#N)=C/c1cn(CC(=O)OC)c2ccccc12	-4	-15	0	4	4	-24	4	-7
CC1(C)CC(CC(=O)NNc2nc(-c3ccccc3)cs2)C(=O)O1 (stereo not drawn)	9	20	3	-11	0	-1	1	0
CC(=O)c1ccc(N2CCN(C(=S)Nc3ccc(Cl)c(Cl)c3)CC2)cc1	6	16	-9	-5	4	-198	-5	7
COc1ccccc1NC(=O)c1ccc(Cl)c(S(=O)(=O)N2CCOCC2)c1	-1	-22	-13	-3	-1	33	1	1
Cc1ccc(C)c(NC(=O)CN(C)C(=O)Cc2ccccc2)c1	-1	5	0	-9	-2	14	3	-4
Cc1nn(C(=O)c2ccccc2)c2c1C(=O)CC(C)(C)C2	-7	6	-13	16	-11	7	-11	2
CCN1CCN(c2c(Cl)cccc2NC(=O)c2cccs2)CC1	-11	-20	11	-6	-6	3	9	-2
CCCc1nn(C)c(C(=O)Nc2cccc3ccccc23)c1Cl	20	9	11	6	7	10	-3	1
O=C(CN1C(=O)NC2(CCCC2)C1=O)NCc1cccc(Cl)c1	-8	13	-4	-8	7	0	10	-3
Fc1ccc(NCc2cccnc2)cc1F	-24	-2	1	4	-3	23	11	14
CCOC(=O)CN(C(=O)CSc1nnc(-c2ccncc2)n1CCCOC)c1ccccc1	4	-17	-4	0	-3	8	-17	-2
O=C1/C(=C/c2cccs2)SC(=S)N1CC(=O)N1CCCCC1CCO (stereo not drawn)	-2	-4	11	0	-9	26	-6	-5
CCNC(=O)c1c(NC(=O)C2COc3ccccc3O2)sc2c1CCCC2 (stereo not drawn)	4	-7	8	-8	2	-4	2	1
O=C(NCc1ccncc1)Nc1ccc(Cl)cc1Cl	13	-1	-20	1	-10	18	-13	0

Following part:
SMILES	Apaf1 inhib	PfGluPho inh	SENP6 block	HKDC1 inhibitor	SENP7 block	SENP8 block-1	SENP8 block-2	SENP1 inh
COc1ccc2nc(SCC(=O)Nc3ccc(S(=O)(=O)Nc4onc(C)c4C)cc3)[nH]c2c1	-11	-26	26	-5	9	18	2	1
CC(C)(CC(=O)O)CC(=O)Nc1ccc2c(c1)ncn2CCc1ccccc1	1	1	-4	-4	2	8	5	0
Cc1ccc(Cl)cc1NC(=O)c1ccccn1	-8	18	4	5	5	9	-9	0
COc1ccc(NC(=O)Nc2ccc3c(c2)C(=O)N([C@H](C)CO)C[C@H](C)[C@@H](CN(C)C(=O)Nc2ccc(OC)cc2)O3)cc1	11	-2	-7	2	3	19	3	-1
CN(CC(=O)Nc1c(Cl)cccc1Cl)C(=O)CC1OC(=O)c2ccccc21 (stereo not drawn)	-3	-1	8	-2	4	8	-3	-1
COc1ccc(S(=O)(=O)N(C)C)cc1NC(=O)CN1CCN(C(=O)C2CC2)CC1	0	0	15	-10	8	-7	8	2
CC(C)c1ccc(NC(=O)C2CC2c2ccccc2)cc1 (stereo not drawn)	-2	3	6	5	9	1	-14	-4
CC(Sc1nnc(Nc2ccccc2)s1)C(=O)Nc1nc(-c2ccccc2)cs1 (stereo not drawn)	2	25	-22	-2	-4	2	-5	-1
CC(C)CN1C(=O)c2ccc(C(=O)Nc3ccc(OCC(=O)O)cc3)cc2C1=O	-2	-6	-7	-5	2	18	1	2
CCNC(=O)COC(=O)c1cccc(Br)c1	-28	-4	-6	-7	4	17	7	1

Screens deposited in PubChem BioAssay by Sanford-Burnham Center for Chemical Genomics.

Compounds as they come, and some 3.6% of all compounds hit somewhere here.
